High-throughput results from PubChem.
Bim-Bfl-1: disrupts Bim binding to human Bfl-1 | Bead-based flow cytometry, Bim-Bfl-1 binding inhibition | inhibition, % at 10 µM | 190,000 compounds, 0.12% hits;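 note: 0% = wells without compound plus tracer and 100% = blocker peptide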
Bim-Bcl-XL: human Bim-Bcl-XL interaction inhibition. Bim peptide-Bcl-XL binding, bead flow cytometry, fluorescence. inhibition, % at 10 µM. 190,000 compounds, 0.04% hits
RGS8-Gao: human RGS8-Galphao interaction regulation. 220,000 compounds, 0.34% hits. response (percent of control binding), % at 10 µM. AID 1423. P09471. multiplexed bead flow cytometry, RGS8-Galphao binding; actives lie on both sides; in the data active = response below about 60% or above about 140%; inactive = in between;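 note: Galphao activated as the GDP aluminium fluoride complex binding bead-coupled RGS8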
Target sequence (P09471 whole entry, looked up): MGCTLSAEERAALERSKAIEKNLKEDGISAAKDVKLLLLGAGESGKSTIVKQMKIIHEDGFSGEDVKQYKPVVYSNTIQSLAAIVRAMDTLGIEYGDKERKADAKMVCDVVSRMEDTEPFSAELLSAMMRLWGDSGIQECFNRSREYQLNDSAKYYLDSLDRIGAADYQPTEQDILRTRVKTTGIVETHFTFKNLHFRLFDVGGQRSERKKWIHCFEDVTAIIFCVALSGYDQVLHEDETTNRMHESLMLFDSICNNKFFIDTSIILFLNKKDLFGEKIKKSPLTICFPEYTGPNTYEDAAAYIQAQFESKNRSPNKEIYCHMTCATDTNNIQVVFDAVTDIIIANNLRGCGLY
RGS4-Gao reg: modulates binding of RGS4 to human Galphao. AID 1415. Multiplexed bead flow cytometry; actives lie on both sides. P09471. 220,000 compounds, 0.33% hits. binding response (% of control), % at 10 µM; in the data active = binding response below about 49% or above about 150%; inactive = in between;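 note: fluorescent Galphao activated with aluminum fluoride binding bead-coupled RGS4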
Bim-Bcl-2: disrupts Bim peptide binding to human Bcl-2; P10415; Bead-based flow cytometry, Bim peptide-Bcl-2 binding; inhibition, % at 10 µM; 190,000 compounds, 0.06% hits; AID 950; in the data active = inhibition above about 40%; inconclusive = no clear call, values can overlap the other calls;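 note: 0% = no compound wells with probe peptide and 100% = reference peptide inhibitor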
Target sequence (P10415 whole entry, looked up): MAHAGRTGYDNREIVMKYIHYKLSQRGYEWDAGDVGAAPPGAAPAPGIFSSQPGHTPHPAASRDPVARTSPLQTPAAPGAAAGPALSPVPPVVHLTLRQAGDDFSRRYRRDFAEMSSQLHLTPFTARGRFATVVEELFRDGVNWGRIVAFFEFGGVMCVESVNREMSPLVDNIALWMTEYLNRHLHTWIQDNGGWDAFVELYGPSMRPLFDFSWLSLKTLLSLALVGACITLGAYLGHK
Bim-Bcl-B: disrupts Bim peptide binding to human Bcl-B. inhibition, % at 10 µM. 190,000 compounds, 0.073% hits. AID 951. bead-based flow cytometry;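 note: 0% = tracer peptide without compound and 100% = reference inhibitor peptide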
RGS7-Gao reg: modulates binding of RGS7 to human Galphao | binding response (% of control), % at 10 µM | AID 1439 | Multiplexed bead flow cytometry; actives lie on both sides | 220,000 compounds, 0.35% hits | P09471; in the data active = binding response below about 49% or above about 150%; inconclusive = no clear call, values can overlap the other calls; inactive = in between;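 note: fluorescent Galphao held in activated GDP-AlF4 state binding bead-coupled RGS7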
Mcl1-Bid inh: Mcl-1/Bid interaction inhibition; TR-FRET Mcl-1/Bid-Dy647 peptide binding, 1536-well; inhibition, % at 21.7 µM; 220,000 compounds, 0.97% hits;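 active = compounds that cut the binding signal by more than half at the single screening dose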;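 note: His-tagged Mcl-1 with europium anti-His antibody binding Bid BH3 peptide; 0% = Mcl-1 plus peptide wells and 100% = peptide-only wells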
Target sequence (Q07820 whole entry, looked up): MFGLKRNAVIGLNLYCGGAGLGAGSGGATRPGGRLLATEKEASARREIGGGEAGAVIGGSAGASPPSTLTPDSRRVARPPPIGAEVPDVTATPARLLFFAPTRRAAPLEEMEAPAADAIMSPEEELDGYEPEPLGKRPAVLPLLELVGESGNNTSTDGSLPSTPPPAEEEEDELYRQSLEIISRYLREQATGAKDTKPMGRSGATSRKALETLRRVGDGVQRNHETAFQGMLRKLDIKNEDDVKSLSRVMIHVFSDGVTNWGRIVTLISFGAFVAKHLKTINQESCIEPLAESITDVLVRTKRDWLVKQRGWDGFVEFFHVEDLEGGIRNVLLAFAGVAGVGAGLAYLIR
GSH bead fluor: GSH bead compound fluorescence profile; GSH beads flow cytometry, compound fluorescence 488/530 nm; stronger effect = higher value; fluorescence (KMESF) at 10 µM; 190,000 compounds, 0.25% hits; in the data active = fluorescence above about 89;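 note: glutathione beads carrying GST-tagged Bcl family fusion proteins plus one bare bead set; values are compound well signal with DMSO vehicle wells as background; inactives centre near 16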
Bim-Mcl-1: human Bim-Mcl-1 interaction inhibition. Q07820. AID 1009. inhibition, % at 10 µM. Bead-based flow cytometry, Bim peptide-Mcl-1 binding. 190,000 compounds, 0.1% hits;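 note: 0% = no compound tracer wells and 100% = peptide blocker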
Bcl-W Bim block: inhibitors of Bim-Bcl-W interaction, human; bead-based flow cytometry, Bim peptide-Bcl-W binding; inhibition, % at 10 µM; 190,000 compounds, 0.02% hits;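 note: 0% = bound tracer without compound and 100% = peptide blocker; higher means less fluorescent Bim peptide bound to Bcl-W beads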
* marks the source's active call; other numbers are inactive results; ? = inconclusive; nt = not tested or not shown. Cut-off read from the data, not from the text of the source, unless noted: active = inhibition above about 40%. Hits appear at their usual frequency. About 1.8% of those tested had a hit in this group.

Bim-Bfl-1	Bim-Bcl-XL	RGS8-Gao	RGS4-Gao reg	Bim-Bcl-2	Bim-Bcl-B	RGS7-Gao reg	Mcl1-Bid inh	GSH bead fluor	Bim-Mcl-1	Bcl-W Bim block	molecule
-3	-3	102	97	1	1	100	6	8	-2	1	COc1cccc(-c2nnc(N(C)C(=O)C3CCOC3)s2)c1 (stereo not drawn)
-20	-8	101	101	-12	-7	96	8	35	-3	-1	Cc1occc1C(=O)NCc1ccccc1F
-8	-2	96	97	-3	-4	99	-22	8	6	-1	CC1CCN(Cc2nc3c(c(=O)n(C)c(=O)n3C)n2CCCc2ccccc2)CC1
-7	-5	100	102	-6	-5	102	-35	11	-1	-5	Cc1c(Cl)cccc1NC(=S)NCC(c1cccnc1)N(C)C (stereo not drawn)
-8	-3	98	97	-1	-3	99	-23	8	2	1	CN(C)/C=C1\N=C(c2ccc(Cl)cc2Cl)OC1=O
-1	2	99	100	2	3	95	-26	45	0	4	CSc1nc(-c2ccc(C)cc2)nc(C(Cl)Cl)n1
-2	0	101	103	0	-4	106	-1	10	2	-2	O=[N+]([O-])c1cnn(-c2nc(-c3ccco3)cc(C(F)(F)F)n2)c1
-3	-1	101	97	0	-2	103	-25	12	1	2	Cc1cccc(C(CC(=O)NCc2ccco2)c2ccccc2)c1O (stereo not drawn)
-1	0	101	102	-5	-1	98	-92	18	-1	-1	C/C(=N\NC(=O)c1ccccc1O)C1C(=O)c2ccccc2C1=O
-9	-5	101	101	-1	-8	100	39	69	-1	-4	CCOC(=O)/C(C#N)=C/c1cn(CCC(=O)O)nc1-c1ccc(Br)cc1
-4	-7	101	102	-5	-7	106	-20	26	-4	-1	Cn1c(SCC(=O)N2CCOCC2)nnc1-c1ccc(Cl)cc1Cl
-7	-1	98	100	-6	-2	?	-13	9	0	0	Cc1ccc2c(c1)Oc1ccc(NC(=O)CCCl)cc1C(=O)N2
3	0	118	104	1	1	103	-4	11	-1	1	O=C(NCc1ccco1)c1cnn2c(C(F)(F)F)cc(-c3ccccc3)nc12
-3	-1	102	101	-3	0	100	-13	20	1	-4	CCC(C)N1C(=O)N(C)C2NC(=O)NC21 (stereo not drawn)
-2	-9	105	105	2	-5	102	47	17	-7	-3	O=C(CSc1nc2c(cnn2-c2ccccc2)c(=O)[nH]1)c1ccc(Cl)cc1

Bim-Bfl-1	Bim-Bcl-XL	RGS8-Gao	RGS4-Gao reg	Bim-Bcl-2	Bim-Bcl-B	RGS7-Gao reg	Mcl1-Bid inh	GSH bead fluor	Bim-Mcl-1	Bcl-W Bim block	molecule
-1	-2	98	96	-2	-4	?	-25	17	-2	-2	O=C(CS(=O)(=O)c1ccccc1)N1CCc2ccccc21
-4	-2	104	104	-7	-4	103	-20	8	0	0	O=C(CSc1ccc(Cl)cc1)Nc1cccc(-c2nnc(-c3ccco3)o2)c1
0	0	98	98	0	-1	98	-17	19	0	0	Cc1ccc(CN2C(=O)CCC2C(=O)NCCN2CCOCC2)cc1 (stereo not drawn)
1	-2	97	101	0	-6	100	-2	19	-2	-1	COc1ccc(CNC(=O)c2cccc(-c3ccc(C)c4ccccc34)n2)cc1
4	-1	107	86	0	3	88	-30	8	0	-3	CCc1cccc(CC)c1NC(=O)C1CC(=O)N(c2ccc3c(c2)OCCO3)C1 (stereo not drawn)
-12	-4	114	122	-9	-5	124	-1	31	0	0	CCc1sc(C(=O)NC2CCN(C)CC2)cc1Br
0	-3	99	102	-4	-3	101	-2	68	-3	-2	COC(=O)c1cn(-c2ccccc2)nc1-c1ccc(OC)cc1
0	-2	98	100	-1	-1	102	-9	9	-1	0	O=C(CCN1c2ccccc2Sc2ccccc21)Oc1ccccc1
3	-1	105	75	2	-6	104	-28	16	0	4	CCOC(=O)c1sc(N/N=C/c2cccc(C)c2)nc1C
-3	-9	101	110	-1	-8	106	-17	15	-4	-10	Cc1cc(C)cc(-n2c(SC(C)C(=O)NCc3ccc4c(c3)OCO4)nc3ccccc3c2=O)c1 (stereo not drawn)
-11	-10	96	97	-6	-7	96	1	36	-8	-6	COc1ccc(NC(=O)c2ccco2)cc1N
16	1	98	101	0	-6	99	38	9	1	4	COc1ccc(-c2ccc(/C=N/NC(=O)c3cccnc3)o2)c([N+](=O)[O-])c1
0	1	113	103	-7	-3	101	-9	12	-3	-2	CC(=O)c1sc2nc(SCC(=O)N3CCCCC3)[nH]c(=O)c2c1C
-2	6	102	101	1	5	?	51*	13	5	7	CCOc1ccccc1NC(=O)c1cc(-c2ccncc2)nc2c(Cl)cccc12
0	0	102	96	0	0	104	-17	16	-3	0	Cc1cc(C)n(CCO)c(=O)n1

Bim-Bfl-1	Bim-Bcl-XL	RGS8-Gao	RGS4-Gao reg	Bim-Bcl-2	Bim-Bcl-B	RGS7-Gao reg	Mcl1-Bid inh	GSH bead fluor	Bim-Mcl-1	Bcl-W Bim block	molecule
0	-1	96	97	-5	-1	95	-9	16	-1	0	COCc1cc(=O)n2[nH]c(-c3cccc(Br)c3)cc2n1
-7	-5	94	92	0	1	95	-7	8	6	8	CCOCCc1nnc(NC(=O)c2cccc(F)c2)s1
-1	-2	92	90	-5	1	95	5	15	1	-1	CCc1ccc(N(C(=O)c2ccoc2C)C(C(=O)NC2CCCC2)c2ccc(OC)cc2)cc1 (stereo not drawn)
-17	-6	100	102	-4	-3	103	4	17	-3	-3	COc1ccc(/C=N/Nc2cc(OC)ncn2)cc1
-1	0	100	100	-2	-1	100	-3	20	-2	-2	Cc1ccsc1C(=O)N1CC(=O)Nc2ccccc21
1	5	91	95	3	2	97	-24	4	-5	5	COc1ccc(C2CC(C(F)(F)F)n3ncc(C(=O)O)c3N2)cc1OC (stereo not drawn)
-10	-1	100	104	-4	-3	98	-25	4	2	-1	Cc1ccc(NC(=O)CS(=O)CC(=O)NC2CCN(Cc3ccccc3)CC2)c(C)c1 (stereo not drawn)
0	1	99	104	-1	-4	110	4	42	1	3	Nc1scc2c(C(=O)N/N=C/c3ccc(Cl)cc3)nn(-c3ccccc3)c(=O)c12
-4	-4	98	101	-4	-2	101	-9	16	2	-2	CO/N=C/c1cn(-c2ccc(Cl)cc2)nn1
-14	-5	99	96	-10	-11	98	-22	14	-6	0	O=C(CCn1c(=O)oc2ccccc21)N1CCN(c2ccccc2F)CC1
-5	-4	104	100	-3	0	95	15	7	-4	-3	Oc1ccccc1Nc1ncnc2c1oc1ccccc12
-4	-1	104	101	-2	-2	101	2	12	-1	0	COc1ccc(C(=O)Nc2nc3ccccc3s2)cc1OC
-4	0	94	92	0	0	100	-16	11	-2	0	COc1ccc(CCNS(=O)(=O)c2c(N)n(C)c(=O)n(C)c2=O)cc1OC
-10	-5	101	102	-12	-6	105	-2	12	0	-1	COc1cccc(C(=O)Cn2c(=O)n(CC3CCCO3)c(=O)c3ccccc32)c1 (stereo not drawn)
-10	-5	102	104	-8	-3	103	-20	20	3	-1	Cc1ccnc(SCCn2c(N3CCN(Cc4ccccc4)CC3)nc3c2c(=O)[nH]c(=O)n3C)n1

Bim-Bfl-1	Bim-Bcl-XL	RGS8-Gao	RGS4-Gao reg	Bim-Bcl-2	Bim-Bcl-B	RGS7-Gao reg	Mcl1-Bid inh	GSH bead fluor	Bim-Mcl-1	Bcl-W Bim block	molecule
-8	-2	102	103	1	-1	107	-16	24	0	0	COc1ccccc1NC(=O)CN1CCC(c2nc3ccc(C)cc3[nH]2)CC1
-1	2	97	97	0	0	94	46	11	0	1	Cn1cccc1/C=C1\Cc2ccccc2C1=O
-2	-6	99	100	-3	-2	101	-34	14	-1	-2	Cc1oc(-c2ccccc2F)nc1CS(=O)(=O)CC(=O)NCc1ccco1
1	4	102	104	0	-3	106	-47	25	-3	0	COc1ccccc1Nc1nc(-c2sc(NC(=O)c3cccc(Cl)c3)nc2C)cs1
-3	-4	98	98	-3	-3	105	-12	26	0	0	COC(=O)CCC(=O)N(CCN(C(=O)CCC(=O)OC)c1ccccc1)c1ccccc1
-2	-10	107	106	-1	-6	104	-19	12	0	-5	CC(C)c1onc(C(=O)NCc2ccccn2)c1[N+](=O)[O-]
-8	-1	100	100	-9	-7	105	3	10	-1	1	COc1ccc(C(=O)NC2CCCCCC2)cc1S(=O)(=O)Nc1ccc(Br)cc1
-2	-5	101	99	-2	-3	97	-16	24	-4	-1	Cc1cc(N2C(=O)C(=O)/C(=C(/O)c3ccc(F)cc3)C2c2cccc(Br)c2)no1 (stereo not drawn)
-2	-2	100	100	-3	-2	97	-13	22	1	2	Cc1ccc(C2c3c(oc4ccc(Cl)cc4c3=O)C(=O)N2CCCN2CCOCC2)o1 (stereo not drawn)
-1	-4	83	95	1	nt	97	19	nt	2	0	OCCNc1nc2ccccc2n1CCN1CCCCC1
-3	-12	104	101	-6	-7	101	-26	13	34	-5	Cc1ccc(-n2nc(-c3ccc(N)cc3)cc2N)cc1
-13	-4	101	104	-5	-2	103	-25	54	-1	-1	Cc1c(CN(C)Cc2cn(C)nc2-c2ccccc2F)[nH]c2ccccc12
-1	-2	98	97	-2	0	95	-2	19	-5	0	O=C(COc1cccc(NC(=O)c2cccc([N+](=O)[O-])c2)c1)c1ccc(Br)cc1
-7	0	101	100	-5	-4	98	16	47	0	-3	CCOC(=O)c1ccc2nc(C(F)(F)F)[nH]c(=O)c2c1
-8	-8	99	103	-4	-6	104	-57	5	-1	1	Cn1c(=O)[nH]c(=O)c2c1nc(NCCCO)n2CCCc1ccccc1

Next part, starting with the last two of the part before.
Bim-Bfl-1	Bim-Bcl-XL	RGS8-Gao	RGS4-Gao reg	Bim-Bcl-2	Bim-Bcl-B	RGS7-Gao reg	Mcl1-Bid inh	GSH bead fluor	Bim-Mcl-1	Bcl-W Bim block	molecule
-7	0	101	100	-5	-4	98	16	47	0	-3	CCOC(=O)c1ccc2nc(C(F)(F)F)[nH]c(=O)c2c1
-8	-8	99	103	-4	-6	104	-57	5	-1	1	Cn1c(=O)[nH]c(=O)c2c1nc(NCCCO)n2CCCc1ccccc1
1	-4	106	102	0	-1	102	-3	16	-1	-1	COc1ccccc1OCCCOc1ccc(C)cc1Br
-6	-9	100	95	-14	-10	102	-41	15	-2	-2	COCCCNC(=S)NC1CCCCC1
-12	1	101	102	-7	-3	96	-1	35	0	0	COC(=O)CNC(=O)c1c(-c2ccccc2Cl)noc1C
1	0	100	100	0	0	101	-9	11	-1	-1	Cc1ccc(C(=O)Cn2cnc3ccccc3c2=O)cc1C
-10	-3	98	101	-9	-3	98	-2	16	0	0	CC(c1ccccc1F)n1cc(C(=O)NCCc2ccco2)nn1 (stereo not drawn)
0	-1	101	99	6	0	96	nt	31	0	2	CCCS(=O)(=O)N1CCCC(C(=O)NCc2ccc3c(c2)OCO3)C1 (stereo not drawn)
-5	0	95	90	-1	-2	98	0	12	0	-3	COC(=O)Cn1cc([N+](=O)[O-])nc1C
-1	-2	101	105	0	0	99	-28	11	1	-3	COc1ccc(-c2nnc(SCC(=O)N3CCCC(C)C3)o2)c(OC)c1 (stereo not drawn)
-3	1	97	94	-2	0	84	-36	15	0	2	CCOC(=O)c1ccc(NC(=S)N2CCCC(C)C2)cc1 (stereo not drawn)
0	-7	101	100	-7	-8	102	-7	32	-7	-2	CCOC(=O)Cc1csc(NC(=O)c2ccc(NC(C)=O)cc2)n1
-2	0	100	99	-3	-14	103	-17	19	2	0	O=C(NC1CCN(C(=S)NCCc2ccccc2)CC1)C1CCCCC1
-4	-1	100	102	-5	-1	97	-22	16	1	2	C=CCNC(=O)COc1c(C)ccc(C)c1C
-17	-6	99	99	-16	-11	99	-12	9	-4	0	Cc1cc(C)cc(NC(=O)CC2NCCNC2=O)c1 (stereo not drawn)
